TTR transcr act = increases transthyretin transcription; AID 1117267; 1.3% of 92,000 active; SH-SY5Y TTR promoter Gaussia luciferase, luminescence; 100% = recombinant luciferase protein wells; activation, % at 16.7 µM;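 active = activation above the mean of all tested compounds plus 3 SD, cut at about 9.5% in these data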;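 note: cells exposed to compounds for one day before reading; 0% = median of all test compound wells on the plate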
An asterisk follows results filed as active. The list is partial. The share of hits here may be higher or lower than overall.

TTR transcr act | canonical_smiles
0.4 | CCN(CC)C(=O)CNC(=O)Cc1ccc(Cl)cc1
7.9 | O=C(CCNC(=O)c1ccccc1Cl)Nc1cccc(C(F)(F)F)c1
-0.8 | O=C(COC(=O)c1ncc(Cl)c(Cl)c1Cl)NCCc1ccccc1
0.0 | COc1cccc(-c2nn(-c3ccccc3)cc2CN(C)Cc2c(C)nc3ccccn23)c1
3.5 | O=C(NCc1c(Cl)cccc1Oc1ccccc1)c1ccccc1
2.9 | O=C(CNCc1ccc(Cl)cc1)Nc1ccc2c(c1)OCCO2
0.3 | CC(=O)c1sc(NC(=O)COc2ccccc2)nc1C
-0.4 | c1csc(CN2CCOCC2)c1
-3.9 | CCOc1ccc(N2CC(C(=O)Nc3ccccc3N3CCOCC3)CC2=O)cc1 (stereo not drawn)
-0.5 | Fc1ccc2c(Cl)c(-c3nnc(-c4cccs4)o3)sc2c1
0.4 | CCSc1cc(Cl)nc(N)n1
4.5 | Cc1cc(=O)oc2c3c(cc(OCC(=O)N[C@@H](CC(C)C)C(=O)O)c12)OC(C)(C)CC3
7.3 | Cc1cc(=O)n2nc(N3CCCC3C(=O)NCc3ccccn3)sc2n1 (stereo not drawn)
-0.5 | O=C(CN1C(=O)C2CC=CCC2C1=O)Nc1nccs1 (stereo not drawn)
2.5 | COc1ccc(CNC(=O)COc2cc(O)c3c(c2)OC(C)(C)CC3=O)cc1
-0.4 | O=C(C1CCC(CNc2c(N3CCCCC3)c(=O)c2=O)CC1)N1CCc2ccccc2C1 (stereo not drawn)
-0.9 | O=C(NCCc1ccc(F)cc1)Nc1ccc2c(c1)OCO2
-0.1 | CCOC(=O)/C(C#N)=C/c1cn(CCC(=O)O)nc1-c1ccc(Cl)cc1
-1.6 | O=C(NC12CC3CC(CC(C3)C1)C2)N(Cc1ccccc1)Cc1ccncc1
-1.5 | Cc1csc(NC(=O)c2ccoc2C)n1
2.9 | CCCc1n[nH]c2c1/C(=N/O)CC(c1ccccc1)C2 (stereo not drawn)
-1.5 | CCCOC(=O)CC1C(=O)NCCN1Cc1ccc(F)cc1 (stereo not drawn)
0.2 | O=C(NCc1cccc(C(F)(F)F)c1)N1CCN(S(=O)(=O)c2ccccc2F)CC1
-0.7 | Cc1cc2ccccc2n1CCNCc1c(C(=O)N2CCOCC2)nc2ccccn12

Exported as tab-separated lines: part of the list above
molecule	TTR transcr act
O=C(CN1C(=O)C2CC=CCC2C1=O)Nc1nccs1 (stereo not drawn)	-0.5
COc1ccc(CNC(=O)COc2cc(O)c3c(c2)OC(C)(C)CC3=O)cc1	2.5
O=C(C1CCC(CNc2c(N3CCCCC3)c(=O)c2=O)CC1)N1CCc2ccccc2C1 (stereo not drawn)	-0.4
O=C(NCCc1ccc(F)cc1)Nc1ccc2c(c1)OCO2	-0.9
CCOC(=O)/C(C#N)=C/c1cn(CCC(=O)O)nc1-c1ccc(Cl)cc1	-0.1

Next structures.
TTR transcr act | canonical_smiles
-0.8 | Cc1ccc(C(=O)OCC(=O)Nc2ccc3c(c2)OCO3)c(O)c1
1.0 | Cc1ccccc1OCCC(=O)Nc1cc(S(=O)(=O)N2CCCCC2)ccc1N1CCN(C)CC1
-0.2 | CCN1C(=O)/C(=C/C=C2\C=CN(CC)c3ccccc32)SC1=S
2.2 | CC(=O)NC(Cc1cccc(C)c1)C(=O)NC1CCN(C(=O)NCc2ccccc2)CC1 (stereo not drawn)
5.6 | NC(=O)C1CCCN(S(=O)(=O)c2ccc(Br)cc2)C1 (stereo not drawn)
4.0 | Cc1cccc(NC(=O)NN2CCN(C)CC2)c1C
-2.0 | N#CC1=C(N)Oc2n[nH]c(-c3cccs3)c2C1c1ccoc1 (stereo not drawn)
-2.1 | CCOC(=O)[C@]12CCCC=C1N(Cc1ccc(Cl)cc1Cl)C(=O)[C@H](CC(=O)NCc1cccc(C(F)(F)F)c1)C2
-5.3 | O=C(Nc1cccc(-c2cn3ccccc3n2)c1)c1cccc(Cl)c1
-1.1 | Cc1cc(OCCCC(=O)N2CCCCC2)cc(C)c1Cl
2.1 | Cc1ccc(C23CC4CC(CC(C(=O)NC(C)C)(C4)C2)C3)cc1
1.8 | O=C(Cc1ccccc1)CC1(O)C(=O)Nc2ccccc21 (stereo not drawn)
-0.2 | CCCc1c(C)nc2c(OC)cccc2c1SCC(=O)O
-3.4 | CCSc1nnc(NC(=O)c2cccnc2)s1
0.3 | COc1ccc(-c2nc(SCC(=O)N3CCOCC3)n[nH]2)cc1
-1.4 | O=S(=O)(Nc1cccc(-n2cnnn2)c1)c1cc(Br)ccc1Br
1.2 | CCOC(=O)C1CCCN(Cc2c(C(=O)N3CCOCC3)nc3ccccn23)C1 (stereo not drawn)
0.1 | COC(=O)Nc1ccc(S(=O)(=O)n2cnc3ccccc32)cc1
-1.2 | O=C(O)c1cccc2c3c([nH]c12)CCCC3
-0.3 | NC(=O)NC(Cc1ccccc1)C(=O)N1CCN(S(=O)(=O)c2ccc(Cl)cc2)CC1 (stereo not drawn)
-1.2 | C[C@H](CO)N1C[C@H](C)[C@@H](CN(C)S(=O)(=O)c2ccc(Oc3ccccc3)cc2)OCc2cnnn2CCCC1=O
2.1 | COCCCNC(=O)c1cn(CC(C)C)c(=O)c2c1c1ccccc1n2C
-0.3 | COc1ccccc1C(=O)N/C(=C\c1ccc(Br)cc1)C(=O)NCCCO
2.3 | CCC(=O)c1ccc(OCC(O)CN2CC(C)OC(C)C2)cc1 (stereo not drawn)
-0.6 | O=C(NCc1ccco1)NCC(F)(F)F
-0.8 | Cc1cccc(OCCNc2ccc([N+](=O)[O-])cn2)c1
0.2 | CCCN1CCC(NCC(C)c2ccccc2)CC1 (stereo not drawn)
-1.2 | NC(=O)COC(=O)CN1C(=O)C2CCCCC2C1=O (stereo not drawn)
0.1 | CC1CCc2nc3ccccc3c(C(=O)OCC(=O)N(C)C3CCS(=O)(=O)C3)c2C1 (stereo not drawn)
-2.3 | CCOC(=O)N1CCN(C(=O)c2ccc3c(=O)n(CCc4ccccc4)c(=S)[nH]c3c2)CC1
3.8 | CCOc1ccc2cc(C#N)c(SCC(=O)N3CCC(C)CC3)nc2c1
-1.3 | Cc1nc(SCC(=O)N2CC(=O)Nc3ccccc32)nc(C)c1C
3.6 | CN1CCN(c2ccc(NC(=O)c3sc4ccccc4c3Cl)cc2)CC1
0.3 | Cc1nc2cc(NC(=O)N3c4ccccc4CC3C)ccc2n1C (stereo not drawn)
-4.4 | CN(CC(=O)Nc1cccc(S(=O)(=O)N2CCOCC2)c1)CC(=O)Nc1ccc(Cl)c(C(F)(F)F)c1
0.8 | COc1ccc(-n2c(=O)c3ccccc3n(CC(=O)OCc3ccccc3)c2=O)cc1OC
-0.4 | Cc1cc(NC(=O)Cn2cnc3sc(C)c(-c4ccccc4)c3c2=O)no1
-0.6 | Cc1ccc(NC(=O)CSc2sc3c(O)cc(=O)[nH]c3c2C#N)c(F)c1
-4.8 | CCOC(=O)C1=C(C)N(CCCC(=O)NCc2ccc3c(c2)OCO3)C(=O)NC1c1ccc(Br)cc1 (stereo not drawn)
1.8 | O=C(CNC(=O)C1CCCCC1)NC1CCCCC1
-3.8 | CSc1cccc(NC(=O)C2CCCN2S(=O)(=O)c2ccc(Br)s2)c1 (stereo not drawn)
-4.3 | CCCNC(=O)c1ccc2nc(-c3ccccc3)c(-c3ccccc3)nc2c1
2.2 | Cc1cc(NC(=O)CSc2nnc(C)n2-c2ccccc2)no1
1.8 | CC(C)(C)NC(=S)NCC1CC1
1.3 | CCN(CC1CCCO1)C(=O)CCc1nnc(CCc2ccc(OC)cc2)o1 (stereo not drawn)
-0.8 | COc1cccc(/C=N/NC(=O)Cn2cnc3c2c(=O)n(C)c(=O)n3C)c1OC
1.8 | CN1C(=S)SC(N(O)C(=O)Nc2ccccc2)C1(C)C (stereo not drawn)
1.2 | CC(=O)Nc1cccc(C(=O)NNC(=O)c2ccccc2-n2cccc2)c1
-1.3 | COC(=O)[C@]12C[C@H](CC(=O)NCC34CC5CC(CC(C5)C3)C4)C(=O)N(Cc3cccc4ccccc34)C1=C[C@H](C(C)C)O[C@@H]2C1CC1
3.4 | CSCCCNC(=S)Nc1cccc(S(=O)(=O)NC2=NCCC2)c1
-0.3 | CN1CCN(CC(=O)N(Cc2c(C#N)c3ccccc3n2C)c2ccccc2)CC1
2.2 | CC(NC(=O)COC(=O)c1ccc(Cl)cc1O)c1ccc(F)cc1 (stereo not drawn)
2.4 | COC(=O)c1cc(C)sc1NC(=O)C1C2C=CC(CC2)C1C(=O)O (stereo not drawn)
-5.0 | N#Cc1nc(Nc2cc(F)cc(F)c2)c2ncn(CC(F)F)c2n1
-1.0 | COC(=O)c1ccc(C23CC4(C2)[C@H](CN(Cc2ccc(-c5ccccc5)cc2)[C@@H]4c2ccccc2)C3c2ccccc2)cc1 (stereo partly drawn)
-1.7 | Cc1ccc(NC(=O)CCN2CCN(C/C=C/c3ccccc3)CC2)cc1
2.4 | CCCOc1ccc(C(=O)NCC(c2ccco2)N(C)C)cc1 (stereo not drawn)
0.1 | Cc1ccc(NC(=O)CSc2ccc3nnc(CCNC(=O)c4ccccc4)n3n2)c(C)c1
4.5 | O=C(CCc1ccccc1)NC1C2CC3CC(C2)CC1C3 (stereo not drawn)
-0.2 | Cn1c(=S)[nH]c2c(c1=O)C(C)(C)Cc1ccccc1-2

An excerpt of these results, field by field.
CSCCCNC(=S)Nc1cccc(S(=O)(=O)NC2=NCCC2)c1
  TTR transcr act = 3.4
N#Cc1nc(Nc2cc(F)cc(F)c2)c2ncn(CC(F)F)c2n1
  TTR transcr act = -5.0
CCCOc1ccc(C(=O)NCC(c2ccco2)N(C)C)cc1 (stereo not drawn)
  TTR transcr act = 2.4

Next section.
TTR transcr act | canonical_smiles
-1.0 | COc1cc(NS(=O)(=O)c2ccc(N/C=C(\C=O)c3nc4ccccc4o3)cc2)nc(OC)n1
0.6 | COc1ccccc1OCCOC(=O)Nc1ccccc1
0.5 | O=C(O)CN1C(=O)/C(=C\c2cccc(OCc3ccccc3)c2)SC1=S
-3.4 | C=CCOc1ccc(C2C(C#N)=C(N)N(Nc3ccccc3)C3=C2C(=O)CC(C)(C)C3)cc1OC (stereo not drawn)
3.2 | CN(C(=O)COC(=O)c1nn(C)c(=O)c2ccccc12)c1c(N)n(Cc2ccccc2)c(=O)[nH]c1=O
1.4 | COc1cccc2[nH]c3c(Cl)ncnc3c12
1.0 | COc1ccc(C(OC(=O)c2ccco2)C(=O)NCc2ccc(C)cc2)cc1 (stereo not drawn)
-0.5 | O=C(Nn1cnnc1)c1cc(-c2cccc(Br)c2)nc2ccccc12
-1.2 | COc1ccccc1NC(=O)c1ccc(NC(=O)COC(=O)CC(NC(=O)c2ccccc2Cl)c2ccccc2)cc1 (stereo not drawn)
1.9 | COc1ccccc1NC(=O)c1ccc(NC(=O)COC(=O)CCC2CCCC2)cc1
-1.6 | Cn1c(SCC(=O)Nc2ccc(Cl)cc2F)nnc1-c1ccco1
1.2 | COc1cccc(NC(=O)c2oc3ccccc3c2NC(=O)C(C)(C)C)c1
-0.9 | CCC(=O)Nc1nc(C)c(-c2csc(Nc3cccc(C(=O)O)c3)n2)s1
-1.6 | NNc1nc(-c2ccccc2)c2cc(Cl)ccc2n1
0.1 | O=C(Nc1ccccc1)c1cccnc1N1CCCC1
0.8 | Cc1ccc2nc(SCC(=O)c3c(N)n(C)c(=O)n(C)c3=O)[nH]c2c1
1.5 | COc1ccc(/C=N/Nc2nc3ccccc3c(=O)[nH]2)cc1
2.7 | O=C(c1ccc(S(=O)(=O)N2CCCCC2)cc1)N1CCN(c2ccccc2)CC1
-2.5 | CC(=O)N1CCN(CCN=CC2=C(O)CC(C)(C)CC2=O)CC1
2.1 | CCOC(=O)c1c(NC(=O)C2C3C=CC(CC3)C2C(=O)O)sc(C)c1CC (stereo not drawn)
-1.4 | CCOc1ccc(-c2nc(CSCC(=O)NC3CCCc4ccccc43)c(C)o2)cc1 (stereo not drawn)
1.7 | COc1ccc(S(=O)(=O)NC2CC2)cc1Cl
-1.8 | C/C(=C\c1ccccc1)CN1CCC(C(=O)N2CCCC(C)C2)CC1 (stereo not drawn)
-1.2 | O=C(N/N=C/c1ccccn1)c1cc(-c2ccc(Cl)s2)[nH]n1
0.0 | CC(C)C(=O)Nc1ccc(C(=O)NNC(=S)NC(=O)c2ccccc2[N+](=O)[O-])cc1
-0.4 | CCc1sc(C(=O)Nc2ccc(N3CCOCC3)cc2)cc1C
-0.9 | Cc1cccc(NS(=O)(=O)c2nnc(NC(=O)c3ccc(C)c(C)c3)s2)c1
-3.9 | COC(=O)c1ccc(/C=C/c2c(-c3ccc(OC)cc3)sc3ccccc23)cc1
2.2 | O=C(NC1CCCc2c1cnn2-c1ccc(F)cc1F)c1csnn1 (stereo not drawn)
6.9 | CC(C)C(=O)Nc1ccc2oc(=O)ccc2c1
-0.1 | Cc1ccc(NC(=O)NC(=O)c2cnccc2C(F)(F)F)c(C)c1
-0.6 | COc1cccc(CC(=O)Nc2cc(S(=O)(=O)N3CCOCC3)ccc2N2CCN(C)CC2)c1
2.0 | COCCn1c(N2CCCC2)nc2c1c(=O)[nH]c(=O)n2C
-0.8 | N/C(=N\N=C\c1ccnc2ccccc12)SC1CC(=O)N(c2ccc(Br)cc2)C1=O (stereo not drawn)

Part of the list above, as comma-separated lines:
Structure,TTR transcr act
O=C(Cc1ccccc1)CC1(O)C(=O)Nc2ccccc21 (stereo not drawn),1.8
Fc1ccc2c(Cl)c(-c3nnc(-c4cccs4)o3)sc2c1,-0.5
Cc1ccc(NC(=O)CSc2ccc3nnc(CCNC(=O)c4ccccc4)n3n2)c(C)c1,0.1

Compound activity as filed in PubChem.
